High-throughput results deposited in PubChem BioAssay by several laboratories.
SMARCA2 act: increases SMARCA2 function in MMTV reporter cells; MG213 cells, MMTV-luciferase reporter, dexamethasone, overnight; activation, % at 9.1 µM; hit rate 1% among 370,000; AID 652017; in the data active = activation above about 7.8%;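 note: 0% = vehicle wells and 100% = reference activator wells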
ssDAF12 agonist: activates DAF-12 receptor from parasite S. stercoralis; HEK293 ssDAF-12/GRIP1 lit1-tk-luc reporter, luminescence; % of 3 µM dafachronic acid response; activation, % at 6.8 µM; hit rate 1% among 370,000; AID 652126;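 active = activation above the mean over all tested compounds plus 3 SD, cut at about 0.9% in these data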;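 note: 0% = DMSO-only wells and 100% = 3 µM delta7-dafachronic acid wells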
ADAM17 inh: inhibits human ADAM17. P78536. recombinant ADAM17, EDANS/DABCYL FRET peptide cleavage. inhibition, % at 6.95 µM. hit rate 0.83% among 370,000. AID 720648;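 active = inhibition above the mean of compounds lying between control limits plus 3 SD, set per campaign, cut at about 8.5% in these data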;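 note: 0% = DMSO-only wells as the low control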
Target sequence (P78536 215-824 limits assumed): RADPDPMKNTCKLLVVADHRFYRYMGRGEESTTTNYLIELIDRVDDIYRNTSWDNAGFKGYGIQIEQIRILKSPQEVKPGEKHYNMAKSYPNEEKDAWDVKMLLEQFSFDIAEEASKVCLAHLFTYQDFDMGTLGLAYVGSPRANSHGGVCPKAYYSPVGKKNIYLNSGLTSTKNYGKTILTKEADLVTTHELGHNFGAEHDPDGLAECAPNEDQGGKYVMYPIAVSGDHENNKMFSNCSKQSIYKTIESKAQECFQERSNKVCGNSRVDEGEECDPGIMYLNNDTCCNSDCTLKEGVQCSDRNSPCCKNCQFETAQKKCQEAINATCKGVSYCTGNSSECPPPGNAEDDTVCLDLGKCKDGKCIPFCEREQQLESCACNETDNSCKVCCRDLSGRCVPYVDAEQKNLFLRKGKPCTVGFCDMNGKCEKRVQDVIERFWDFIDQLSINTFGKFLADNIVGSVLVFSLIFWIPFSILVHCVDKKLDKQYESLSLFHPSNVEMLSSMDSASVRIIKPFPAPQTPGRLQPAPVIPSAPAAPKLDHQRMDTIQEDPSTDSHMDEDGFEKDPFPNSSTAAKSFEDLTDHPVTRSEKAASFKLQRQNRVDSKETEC
GC-A act: GC-A (human) enzyme activation; P16066; HEK293 GC-A cells, cGMP TR-FRET, EC30 ANP; 0% at EC30 ANP, 100% saturating ANP; activation, % at 10 µM; hit rate 0.14% among 370,000; AID 1671463; in the data active = activation above about 40%
DAX1 inh-1: inhibitors of human orphan nuclear receptor DAX1 (NR0B1). HEK293 Gal4-DAX1 luciferase reporter, luminescence. AID 504766. P51843. inhibition, % at 6.75 µM. hit rate 0.99% among 340,000;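 active = inhibition above the mean over all tested compounds plus 3 SD, cut at about 4.2% in these data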;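 note: 0% = DAX1-transfected cells with DMSO and 100% = empty-vector control cells with DMSO; inhibition shows as a rise in luminescence from relieved DAX1 repression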
Target sequence (P51843 207-470 limits assumed): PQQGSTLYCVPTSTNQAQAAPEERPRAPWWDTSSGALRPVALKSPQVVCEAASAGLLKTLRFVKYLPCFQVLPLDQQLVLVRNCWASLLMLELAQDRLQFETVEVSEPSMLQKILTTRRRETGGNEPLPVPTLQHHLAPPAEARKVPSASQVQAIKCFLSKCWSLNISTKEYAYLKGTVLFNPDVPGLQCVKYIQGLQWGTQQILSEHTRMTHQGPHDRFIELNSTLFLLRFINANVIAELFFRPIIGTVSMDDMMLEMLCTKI
PG9 binder: PG9 antibody binding by small molecule. hit rate 0.43% among 360,000. inhibition, % at 6.7 µM. TR-FRET gp120-PG9 antibody binding; in the data active = inhibition above about 8.5%
hgDAF-12 ag: agonists of H. glycines DAF-12 nuclear receptor; HEK293 GAL4-hgDAF12 UAS-luciferase reporter, agonist luminescence; normalized to butyrate control; AID 687014; hit rate 1.8% among 370,000; activation, % at 6.8 µM;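 active = activation above a cutoff set at the mean of all screened compounds plus 3 SD, cut at about 10% in these data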;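 note: 0% = DMSO wells and 100% = sodium butyrate wells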
ADAM10 inh: inhibitors of human ADAM10; O14672; recombinant ADAM10, EDANS/DABCYL FRET peptide cleavage, 3 h; inhibition, % at 7 µM; hit rate 0.62% among 370,000;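 active = inhibition above a per-campaign cutoff equal to the mean of compounds falling between control-based bounds plus 3 SD, cut at about 20% in these data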;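 note: 0% = DMSO wells while the 100% control is not disclosed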
hcDAF-12 act: H. contortus DAF-12 activation, primary screen; activation, % at 6.8 µM; hit rate 1.4% among 370,000; AID 652067; HEK293 hcDAF-12 lit1-tk-luc reporter, luminescence; 0% DMSO, 100% Δ7-dafachronic acid;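 active = activation above the mean of all tested compounds plus 3 SD, cut at about 5.5% in these data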;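 note: 100% = response to 3 µM Δ7-dafachronic acid high control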
GAA850 FXN act: activators of GAA850 frataxin (FXN) promoter. activation, % at 6 µM. HEK293 lucGAA850 FXN promoter luciferase reporter, 24 h; percent of 10 µM SAHA response. hit rate 0.56% among 360,000;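 active = activation above the average of all compounds screened plus 3 SD, cutoff fixed separately per campaign, cut at about 7.5% in these data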;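 note: 0% = DMSO wells and 100% = 10 µM SAHA wells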
DAX1 inh-2: DAX1 (NR0B1) inhibition, primary screen; HEK293T StAR-luciferase reporter, SF-1/DAX-1 repression relief; inhibition, % at 6.8 µM; hit rate 1.1% among 370,000; AID 652010;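 active = inhibition above the mean over all tested compounds plus 3 SD, cut at about 3.6% in these data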;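 note: 0% = DAX-1 cells with DMSO and 100% = cells lacking DAX-1 with DMSO; higher inhibition means more luminescence from relief of DAX-1 repression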
The depositor's hits bear a star; i = inactive; / = no result given; & = joins results of further samples.

SMILES	SMARCA2 act	ssDAF12 agonist	ADAM17 inh	GC-A act	DAX1 inh-1	PG9 binder	hgDAF-12 ag	ADAM10 inh	hcDAF-12 act	GAA850 FXN act	DAX1 inh-2
CN1CCN(CCCN2c3ccccc3Sc3ccc(C(F)(F)F)cc32)CC1	-1&-2&-3	-0.9&-1.4&-1.0	-1&-5&-9	-25&-22&-25	-1.0&1.2&-0.8	0.3&-2.1&-0.8	-1.4&-1.9&-1.2	-24&-24&-17	-1.8&-1.3&-2.8	-0.7&-0.5&-0.2	-0.5&-0.7&0.8
CCOC(=O)c1ccc(-n2c(CN3CCOCC3)nc3ccc([N+](=O)[O-])cc3c2=O)cc1	1	-1.1	5	3	0.8	-1.9	0.0	6	-2.8	-1.8	-0.7
CCN(C(=O)C1CCCN(c2nnc(-n3cccc3)s2)C1)c1ccccc1C (stereo not drawn)	-7	-0.9	9	-13	/	/	1.8	9	-1.8	/	-1.7
CC1(C)C2CCC(C2)C1(C)NC(=O)CN1CCOCC1 (stereo not drawn)	0	-0.9	-1	3	1.6	1.7	0.2	-4	-0.9	1.2	0.1
Cc1[nH]n(-c2ccccc2)c(=O)c1CCOC(=O)c1ccc(C(F)(F)F)cc1	0	-1.0	-1	2	5.5*	-2.8	-2.1	10	-1.4	0.9	0.3
Cc1ccc(-n2ncc3c2CC(C)(C)CC3NC(=O)CCN2CCCO2)cc1 (stereo not drawn)	5	-1.2	0	-1	-1.8	-1.9	-0.5	2	-1.4	-0.1	-0.2
COc1ccc(S(=O)(=O)N(C)C[C@H]2Oc3ccc(NS(=O)(=O)c4cccs4)cc3C(=O)N([C@H](C)CO)C[C@@H]2C)cc1	0	-1.3	1	-2	0.1	-1.6	0.0	9	0.5	0.9	0.1
CC(C)(C)OC(=O)N1C(=O)[C@](OC(=O)c2ccccc2)(c2ccccc2)c2cccc(F)c21	-4	-1.5	5	-9	/	-0.4	-2.0	-3	-1.0	/	-1.2
Oc1ccc2ccccc2c1CN1CCOCC1	-4	0.0	-27	-2	-0.3	-0.9	-0.9	-81	1.1	1.6	0.0
CN(C)C(=O)CSC1c2ccccc2C(=O)N1c1ccccc1 (stereo not drawn)	-5	-1.4	-4	2	0.1	0.3	-0.6	-1	-1.4	0.5	-0.3
C[C@@H](CSc1ccc(Br)cc1)CN1CC[C@H](C(C)(C)C)CCC1=O	-2	-1.6	2	0	1.4	0.1	-1.1	11	-0.8	0.4	0.0
Cc1nn(-c2ccccc2)c(Cl)c1/C=C1\SC(=S)NC1=O	-3	-1.4	-2	-2	-1.0	-0.2	0.2	8	-1.3	-2.6	-0.1
Cc1cccc(S(=O)(=O)C(C#N)c2nc3ccccc3nc2N2CCOCC2)c1 (stereo not drawn)	-2	-1.4	-22	-6	0.1	0.7	0.7	-54	1.8	-0.1	0.0
Cc1cccc(NC(=O)c2cccc(NC3=NC4CS(=O)(=O)CC4S3)c2)c1 (stereo not drawn)	4	-0.9	1	-2	1.4	-1.4	-1.6	-1	-1.7	1.3	-0.7
CCC(CC)C(=O)N=C1SC2CS(=O)(=O)CC2N1CCc1ccc(OC)c(OC)c1 (stereo not drawn)	2	-1.4	-2	-9	0.9	0.2	0.7	-5	-0.2	1.8	0.9
CCCCOCCCNC(=O)C[C@@H]1C[C@@]2(C(=O)OCC)CCC=C2N(CCC2=CCCCC2)C1=O	-2	-1.0	-5	-2	/	-1.8	-0.2	-7	-0.1	/	-0.8
CN(C)C(=O)CSc1cccc2cccnc12	12*	-1.4	-105	6	0.0	0.4	-3.2	-311	-1.6	3.9	-1.1
O=C(c1ccc(F)cc1F)N1CCN(c2ccccn2)CC1	0	-1.3	-3	2	1.5	0.4	2.6	-2	-1.7	2.9	-0.4
O=C(Nc1cccc(OC(F)(F)F)c1)C1Cc2c(-c3cccc(F)c3)ccnc2O1 (stereo not drawn)	-5	-1.7	12*	-7	/	-0.7	1.2	13	-1.6	-0.6	-1.4
CCN(CC)CCNC(=O)c1cc2c(=O)n(CC)c3ccccc3c2s1	5	-0.8	-286	7	0.7	-1.3	0.4	i	2.5	2.1	1.1
Cc1ccc(NC(=O)Cn2nc(C(=O)O)c3ccccc3c2=O)cc1S(=O)(=O)N1CCOCC1	-2	-0.5	-8	0	0.2	-2.3	-1.0	-6	-0.2	0.1	2.6
CCn1c(=N)n(CC(O)COc2ccc(C)cc2)c2ccccc21 (stereo not drawn)	-4	-1.0	4	-10	0.1	-1.6	-1.8	5	3.6	-0.5	0.0
COc1ccc(N2CCN(C(=O)c3cccc(NS(=O)(=O)c4cccc(F)c4)c3)CC2)cc1	-1	-0.8	0	7	1.4	-1.8	2.5	0	0.3	1.0	-0.3
Cc1c(Cl)cnc(NC(=O)COC(=O)C(NC(=O)c2ccco2)C(C)C)c1Cl (stereo not drawn)	-4	-0.2	-6	4	-0.6	-0.9	1.2	-16	-0.7	2.4	0.4
O=C(Nc1cccc(Cl)c1)Nc1ccc(Br)cc1F	-2	-1.6	3	0	-0.5	3.5	1.0	1	-1.2	-1.5	-0.4
COc1cc(CNC(=O)c2cc(-c3cc(OC)ccc3Cl)n[nH]2)cc(OC)c1	-3	-1.1	4	5	/	0.5	-0.3	3	-1.4	-0.3	-0.3
CCCN1CCN(C(=O)c2cc3c(s2)-c2ccccc2OC3)CC1	2	0.3	i	6	1.4	1.0	4.8	i	3.7	5.1	5.4*
CC(C1SC(=S)NC1=O)C1SC(=S)NC1=O (stereo not drawn)	-2	-1.3	-3	4	1.3	-1.2	1.0	-19	1.4	1.8	0.8
Cc1ccnc(NS(=O)(=O)c2ccc(NC(=O)C3CCCCC3)cc2)n1	-3	-0.8	-3	0	0.8	-1.0	-0.3	-4	-0.9	-1.4	1.1
CC(=O)c1ccc(-c2cnc3c(NC=O)cc(-c4ccc(C(=O)NC5CC5)cc4)cn23)cc1	1	-2.1	-36	9	/	0.6	-2.4	-132	-4.2	-4.0	-4.2
CCOCCCN(C(=O)c1snc(C(N)=O)c1N)C(C(=O)NCCC(C)C)c1ccc(F)cc1 (stereo not drawn)	1	-1.4	-40	-12	-0.6	0.2	1.1	-117	-2.3	-1.3	-0.5
COc1cc(C2c3c(oc4ccccc4c3=O)C(=O)N2CCN2CCOCC2)cc(OC)c1OC (stereo not drawn)	0	-1.3	-8	5	-0.8	1.1	-2.2	-16	-0.3	0.8	0.2
O=C(O)c1ccc(N2C(=O)CC(SC(=NCc3ccc4c(c3)OCO4)Nc3ccccc3)C2=O)cc1 (stereo not drawn)	1	-1.5	2	1	1.9	0.7	1.5	10	-1.6	0.1	0.0
COC(=O)N/N=C\c1c(C)[nH]n(-c2ccccc2)c1=O	1	-1.3	0	1	2.6	-9.0	5.8	0	0.3	0.6	0.1
C=CCn1c(SC(C)C(=O)NC2CC2)nnc1-c1ccoc1C (stereo not drawn)	-1	-0.9	0	-1	1.5	2.2	0.5	-6	-0.5	-0.2	-0.9
CCOC(=O)C1(CCc2ccccc2)CCN(C(=O)CN2CCOC2=O)CC1	-2	-0.6	-7	-5	1.1	2.0	0.6	-5	-0.3	4.2	-0.5
O=C(O)CC(c1ccccc1)c1ccc2c(c1)OCO2 (stereo not drawn)	-5	0.3	-5	1	0.7	-0.2	6.1	-12	0.9	-0.1	-0.2
CC(C)COC(=O)C(C)Nc1n[nH]c(=S)[nH]c1=O (stereo not drawn)	1	-1.0	-2	1	-1.3	-1.5	-0.2	-5	-1.0	0.2	-0.2
Cc1ccccc1C(=O)Nc1ccc(N(C)C)c2ccccc12	1	-0.5	-1	2	-1.1	-2.9	-0.2	8	3.6	0.5	0.4
O=C(Cc1ccccc1F)OCC(=O)N1CCc2ccccc21	0	0.3	0	2	2.0	-0.6	3.8	-4	2.5	3.3	0.3
O=C(CN(C(=O)CCC(=O)Nc1nccs1)c1ccc(F)cc1)NCc1ccccc1	0	-1.1	2	1	-1.9	0.2	1.4	2	-2.0	-0.6	-0.1
Cc1ccc(C(=O)NCCc2c[nH]c3ccccc23)c(C)c1	3	0.2	2	-2	1.6	-2.2	15*	7	4.6	4.8	1.1
CC(C)CCOc1ccc(NC(=O)C2OC3OC(C)(C)OC3C3OC(C)(C)OC23)cc1 (stereo not drawn)	-3	-1.6	-2	-1	-1.7	0.9	0.7	-2	-1.1	0.3	-0.4
COc1ccc2oc(=O)c(C(=O)N3c4ccccc4CC3C)cc2c1 (stereo not drawn)	2	-1.9	-1	0	-0.1	-0.4	-1.4	5	-0.8	-0.3	-0.7
COc1ccccc1NC(=O)/C(=N/OCc1ccc(F)cc1)C(C)=O	-4	-0.9	-2	-10	-0.6	-2.2	0.8	1	0.7	4.7	0.0
C[C@H](CO)N1C[C@H](C)[C@@H](CN(C)C(=O)NC2CCCCC2)Oc2ccc(NC(=O)CCC(F)(F)F)cc2C1=O	2	-1.3	-3	2	2.8	0.3	-0.6	2	0.3	0.9	-0.1
COc1ccccc1N1CCN(CC(=O)Nc2ccc(S(=O)(=O)N3CCCCCC3)cc2)CC1	-3	-1.9	3	-2	-1.4	-2.3	0.4	2	-1.8	1.0	-2.8
COc1ccc(NC(=O)CN2CCN(c3c(C)cc(C)cc3C)CC2)cc1	-2	-1.0	2	1	1.4	2.9	-1.3	5	-1.0	0.8	0.1
O=C1CC2C(=O)NCCN2C(=NC(=O)c2ccccc2)N1 (stereo not drawn)	-2	-1.4	-7	2	0.0	-2.6	2.2	-8	0.3	0.0	-0.5
COc1ccc(C(=O)Nc2scc(-c3ccc(Cl)cc3Cl)c2C(N)=O)cc1	5	-0.7	-6	-5	1.7	9.8*	2.2	-6	1.7	-0.7	0.6

The list goes on:
SMILES	SMARCA2 act	ssDAF12 agonist	ADAM17 inh	GC-A act	DAX1 inh-1	PG9 binder	hgDAF-12 ag	ADAM10 inh	hcDAF-12 act	GAA850 FXN act	DAX1 inh-2
Nc1nc2ncccc2cc1C(=O)NC1CCCCC1	-1	-1.0	-473	1	/	0.2	0.8	i	-1.0	/	0.7
CCCOc1ccc(-c2nnn(CC(=O)N3CCCCC3)n2)cc1	-3	-1.8	-3	6	-0.6	-0.7	-0.4	2	-1.2	-0.1	-0.3
CCCn1c(SCC(=O)N(C)CC(=O)Nc2ccc(Cl)cc2)n[nH]c1=O	0	-0.5	-1	-2	0.2	-0.1	-0.4	-1	-1.1	-0.3	-0.4
O=C(COC(=O)c1ccc2c(c1)OCCO2)NCc1ccccc1Cl	-1	-1.2	-3	1	-0.2	9.1*	1.2	-8	-0.9	-3.4	-0.9
Cc1cccc(C)c1NC(=O)C(C1CC1)n1c(=O)c(-c2ccco2)nc2ccccc21 (stereo not drawn)	-3	-0.3	-85	-5	/	-3.9	0.7	-340	-0.2	/	0.4
CN(Cc1ccccc1)C(=O)OCc1cn(Cc2ccc(Cl)cc2)nn1	-1	-1.4	-1	1	/	/	-0.3	2	-2.2	/	-1.0
CN(C)C(=O)c1cnc(Sc2ncc(C(F)(F)F)cc2Cl)n1C	0	-1.3	-5	0	-0.8	1.6	1.8	-2	-0.9	0.8	-0.5

No enrichment for hits. About 6.8% of those tested had a hit in this group.
